# NR3A LBD binder – modulates the human NR3A ligand-binding domain; NR3A LBD differential scanning fluorimetry, Tm shift; 0% = protein alone, 100% = glycine-bound protein; Tm shift relative to glycine control, % at 25 µM; 2.5% of 340,000 active;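 active = melting temperature shift of at least 10% of the positive control shift, at one fixed dose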
# NLRP3 yeast inh – blocks the NALP3 inflammasome reconstituted in yeast; Yeast reconstituted NLRP3/ASC/caspase-1, beta-gal luminescence, 24 h; inhibition, % at 10 µM; 0.39% of 330,000 active;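 active = inhibition of 50% or more; inactive = inhibition below 50%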;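 note: plate controls were induced DMSO wells for no effect and uninduced yeast grown without galactose for full effect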
# APJ ag – activates the human apelin receptor APJ | CHO-K1 APJ PathHunter beta-arrestin, luminescence; 0% DMSO wells, 100% apelin | 0.11% of 330,000 active | activation, % at 20 µM | P35414;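 active = activation more than six SD over the plate average, tested at 20 µM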;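 note: 0% = DMSO alone and 100% = apelin-13 at 10 nM; some results filed as inactive read as strong as hits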
# Target sequence (P35414 whole entry, looked up): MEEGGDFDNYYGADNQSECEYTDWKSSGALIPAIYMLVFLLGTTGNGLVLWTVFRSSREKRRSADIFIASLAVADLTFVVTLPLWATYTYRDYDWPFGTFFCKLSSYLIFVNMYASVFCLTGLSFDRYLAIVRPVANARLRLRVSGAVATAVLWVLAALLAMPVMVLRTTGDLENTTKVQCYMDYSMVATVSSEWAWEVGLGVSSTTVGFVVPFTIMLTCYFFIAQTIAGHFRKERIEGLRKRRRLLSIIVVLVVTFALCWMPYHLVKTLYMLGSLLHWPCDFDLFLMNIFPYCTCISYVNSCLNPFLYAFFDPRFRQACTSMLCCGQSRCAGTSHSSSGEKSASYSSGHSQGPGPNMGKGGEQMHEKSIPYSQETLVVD
#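 Test system: CHO-K1 APJ beta-arrestin complementation cell line | Compound: Single test compound dose, 20 µM final, 1% DMSO | Incubation: Compound 90 min 25 °C, reagent 1 h | Measured by: beta-gal luminescence | Read-out basis: APJ–arrestin association signal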
# tim23-1 inh – growth inhibitors of tim23-1 mutant yeast. S. cerevisiae tim23-1 growth, BacTiter-Glo luminescence, 24 h. inhibition, % at 20 µM. 1.3% of 330,000 active;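 active = growth inhibition of the mutant yeast at or above 50%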;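 note: temperature-sensitive mutant grown at 25 °C; plate controls were DMSO-treated mutant yeast for no effect and medium wells lacking yeast for full effect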
# MPTP block – inhibitors of mitochondrial permeability transition pore; 1.4% of 360,000 active; inhibition, % at 10 µM; isolated mouse mitochondria, Ca2+ swelling absorbance, 30 min;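 active = inhibition of 50% or more, scaled per plate between neutral and stimulator controls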;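 note: 0% = DMSO wells given calcium and 100% = 1 mM EGTA wells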
# APJ antagonist – APJ receptor antagonism. 0.32% of 330,000 active. P35414. inhibition, % at 20 µM. CHO-K1 APJ beta-arrestin complementation, luminescence;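 active = inhibition above about 40% at 20 µM, limit read from the data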;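 note: cells challenged with 10 nM apelin-13 agonist together with compound; plate controls were apelin-13 plus DMSO wells for no effect and DMSO wells lacking apelin-13 for full effect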
# MIN6 prolif – MIN6 beta-cell proliferation induction | MIN6 cells proliferation, ATPlite luminescence, 48 h; cells starved in 0.2% serum; 100% = growth in 10% serum | proliferation, % at 10 µM | 0.29% of 330,000 active;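 active = compounds whose signal lies at least 3.5 SD above the mean of all wells on their plate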;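 note: 0% = DMSO-treated cells in low-serum medium and 100% = 10% serum control; some compounds called inactive have numbers as strong as hits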
# tim10-1 inh – growth inhibitors of tim10-1 mutant yeast. S. cerevisiae tim10-1 ts strain growth, BacTiter-Glo, 24 h. inhibition, % at 20 µM. 2.2% of 330,000 active. AID 463190;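 active = inhibition of at least 40%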;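 note: mutant grown at 25 °C; 0% = DMSO wells with yeast and 100% = wells holding no yeast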
# TIM10 inh – growth inhibitors of TIM10 yeast strain | 1.4% of 330,000 active | S. cerevisiae TIM10 strain growth, BacTiter-Glo luminescence, 24 h | inhibition, % at 10 µM | AID 463195;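 active = inhibition of 40% or more at the single tested concentration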;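 note: wild-type TIM10 isogenic control strain grown at permissive 25 °C; 0% = DMSO yeast wells and 100% = minimal medium wells without yeast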
# * = called active by the depositor; . = not tested or not shown.
SMILES	NR3A LBD binder	NLRP3 yeast inh	APJ ag	tim23-1 inh	MPTP block	APJ antagonist	MIN6 prolif	tim10-1 inh	TIM10 inh
CN(C)CCCOC(=O)Cc1ccc(Cl)cc1	2	-2	-1	-8	10	11	-2	20	-4
O=C(Nc1ccc(Cl)cc1)Nc1ccc(Oc2cccnc2)nc1	-1	-8	2	1	82*	-20	-2	1	-14
C=CCn1c(SCC(=O)c2ccc(OC)cc2)nnc1-c1ccc2c(c1)OCO2	-1	-1	-2	-9	3.3	5	-1	20	4
O=C(Nc1cccc(C(=O)O)c1)/C(=C\c1ccc2c(c1)OCO2)NC(=O)c1ccco1	-1	20	-4	-11	-3.4	27	1	-3	5
COc1ccc(S(=O)(=O)N2CCN(C(=O)c3cc(C)on3)CC2)cc1	-1	21	0	2	-2.8	2	1	6	9
CC1CC(C)CN(S(=O)(=O)c2ccc3c(c2)CC(C)N3C(=O)C2CCC2)C1 (stereo not given)	-1	-8	-4	46	-0.6	1	-7	43*	21
CC(C)=C1C2CCC1C1C(=O)N(c3nccs3)C(=O)C21 (stereo not given)	-2	6	-1	11	0.4	-1	3	11	10
CC(C)OC(=O)CSc1nnc(-c2cnccn2)n1-c1ccccc1	-1	19	-3	9	-13	-20	0	12	-14
CC(Oc1cccnc1[N+](=O)[O-])C(=O)Nc1ccc(F)cc1 (stereo not given)	-5	6	-5	1	-0.6	0	3	-9	6
COc1cccc(CN(C)C(=O)c2ccccc2SCC(=O)N2CCCC2)c1	1	17	-4	10	-3.0	18	2	-12	-1
COc1ccc(-n2c(Cn3nc(C(F)(F)F)cc3C)n[nH]c2=S)cc1	0	20	6	11	-0.7	1	0	1	-15
CC(C)Cc1ccc(S(=O)(=O)Nc2ccc3[nH]c(=O)[nH]c3c2)cc1	-4	20	-3	-6	0.2	-14	-1	3	-16
COC(=O)c1ccc(CNC(=O)COC(=O)c2cc(Cl)nc(Cl)c2)cc1	0	-1	1	2	-0.2	-18	-4	-2	-20
Nc1ccc(S(=O)C(F)(F)F)cc1 (stereo not given)	-3	2	-2	12	1.3	5	-1	10	-7
O=S(=O)(c1cccc(C(F)(F)F)c1)N1CCC(c2cc(-c3cccc4ccccc34)n[nH]2)CC1	-2	4	4	8	-0.8	-2	-5	33	24
CCOc1ccc(S(=O)(=O)N2CCN(c3ncccn3)CC2)cc1	-3	25	0	14	-0.1	6	-1	0	8
CCOC(=O)C(=O)NNc1ccc(F)cc1	5	29	-2	-47	-0.9	25	-2	-12	14
COc1cc(CNc2ccc(S(N)(=O)=O)cc2)ccc1OCC(=O)NC1CCCCC1	1	6	-1	-7	-0.1	-6	0	-1	4
COc1ccc(OC)c(NC(=O)Nc2ccc(O)c3ccccc23)c1	-5	-4	9	-31	4.7	-9	-4	-2	1
COc1ccc(-c2ccnc(-c3ccncc3)n2)cc1	-1	20	-1	17	1.1	5	-2	0	25
CC1CCCCC1NC(=O)CN(C)S(=O)(=O)c1cccc2cccnc12 (stereo not given)	1	3	-3	19	-0.5	4	-1	13	3
Cc1ccc(C(=O)NC(=S)N2CCN(C)CC2)cc1Br	1	17	-1	-6	-0.8	1	4	4	-1
COc1ccc(N2C(=O)CCC(C(=O)N(C)C3CCCCC3)C2c2ccc(OC)c(OC)c2)cc1 (stereo not given)	-1	20	-4	8	.	14	0	11	12
Cc1occc1C(=O)NC1CCCCCCC1	-7	0	-1	12	20	-16	-1	27	-7
CCOC(=O)C1=C(COC(=O)Cc2c(F)cccc2Cl)NC(=O)NC1C (stereo not given)	-1	6	-1	5	-0.9	10	-3	5	-3
O=C(c1cccc(Cl)c1)N1CCC(=O)N(C(CO)Cc2ccccc2)CC1 (stereo not given)	-1	16	-2	-3	-1.4	5	-3	-6	-4
COc1ccccc1N1CCN(C(=S)Nc2cccc(C)c2)CC1	0	9	-3	22	1.7	-14	-4	38	25
COc1ccc(-n2c(SCC(=O)Nc3nccs3)nc3c(c2=O)SCC3)cc1	0	7	-3	11	-1.5	13	-3	-12	-6
Clc1ccc(-c2nnc3n2CCCC3)cc1Cl	-1	-10	1	18	0.1	-19	2	7	-12
COc1ccccc1/C=C1\SC(=S)N(CCC(=O)Nc2ccc(C(=O)O)c(O)c2)C1=O	3	26	-1	19	1.8	21	0	3	6
CC(=O)N1c2ccc([N+](=O)[O-])cc2NC(=O)CC1C (stereo not given)	-2	25	2	3	0.5	-12	-1	14	5
Cn1c(NC(=O)c2ccccc2Br)cc(=O)n(C)c1=O	-1	10	-3	8	-0.1	7	-1	-1	-7
CCOc1ccc(N2CC(C(=O)NCCCc3ccccc3)CC2=O)cc1 (stereo not given)	-1	13	0	22	-1.5	-22	-3	8	8
COc1cccc(C(=O)Cn2c(N3CCCCC3)nc3c2c(=O)n(C)c(=O)n3C)c1	-1	17	-1	6	-1.0	15	4	34	21
O=C(N=C1SC2CS(=O)(=O)CC2N1Cc1ccc(F)cc1)C1CC1 (stereo not given)	-2	3	7	8	-2.6	-9	4	-2	3
CC(=O)Nc1ccc(S(=O)(=O)Nc2c(C)n(C)n(-c3ccccc3)c2=O)cc1	0	5	-2	13	-0.4	13	0	6	2
COc1ccc(C2/C(=C(/O)c3ccccc3)C(=O)C(=O)N2C)cc1 (stereo not given)	-1	5	-3	8	-9.2	2	-1	-2	-10
COc1ccc(C2NC(C(=O)O)Cc3c2[nH]c2ccccc32)cc1OC (stereo not given)	-1	6	-5	2	-0.4	1	-2	5	4
CC(=O)C1C(=O)CC(C)(O)C(C(C)=O)C1c1ccccc1 (stereo not given)	1	7	-2	-4	-1.5	7	-1	-9	9
Cc1cc(-c2nnc(SCC(=O)Nc3nc(-c4ccc(Cl)cc4)cs3)o2)no1	-1	-1	-2	16	2.1	0	2	11	-7
O=C(Nc1cccc([N+](=O)[O-])c1)c1ccccc1	-9	26	-2	25	1.6	-12	-1	-33	12
COc1ccc(N2CCN(c3ccc([N+](=O)[O-])nc3)CC2)cc1	-2	1	-2	13	-1.3	-8	0	1	-19
CCCNC(=O)CN(C)S(=O)(=O)c1ccc(F)cc1	0	6	1	18	0.3	-5	0	-17	-6
COc1ccc2c(c1)C(=O)N(c1ccccc1OC)C(=O)C2	1	6	2	-11	-0.3	-19	-4	-5	-8
CCc1ncc(C)[nH]1	-1	17	-2	-10	.	12	-6	-3	2
COC(=O)COc1ccc(S(=O)(=O)Nc2ccc(NC(C)=O)cc2)cc1	-1	33	-1	9	1.4	-16	-3	19	-5
CC(C)N(CCc1ccncc1)C(=S)Nc1cccc(Cl)c1	-1	-14	-3	13	6.8	3	1	-14	-4
C=CCCN(C1CCCC1)S(=O)(=O)c1ccccc1Br	-6	6	2	26	-0.4	21	-2	16	-1

# An excerpt of these results, with each value named.
CCc1ncc(C)[nH]1
  NR3A LBD binder = -1; NLRP3 yeast inh = 17; APJ ag = -2; tim23-1 inh = -10; MPTP block = .; APJ antagonist = 12; MIN6 prolif = -6; tim10-1 inh = -3; TIM10 inh = 2
COC(=O)COc1ccc(S(=O)(=O)Nc2ccc(NC(C)=O)cc2)cc1
  NR3A LBD binder = -1; NLRP3 yeast inh = 33; APJ ag = -1; tim23-1 inh = 9; MPTP block = 1.4; APJ antagonist = -16; MIN6 prolif = -3; tim10-1 inh = 19; TIM10 inh = -5
CC(C)N(CCc1ccncc1)C(=S)Nc1cccc(Cl)c1
  NR3A LBD binder = -1; NLRP3 yeast inh = -14; APJ ag = -3; tim23-1 inh = 13; MPTP block = 6.8; APJ antagonist = 3; MIN6 prolif = 1; tim10-1 inh = -14; TIM10 inh = -4
C=CCCN(C1CCCC1)S(=O)(=O)c1ccccc1Br
  NR3A LBD binder = -6; NLRP3 yeast inh = 6; APJ ag = 2; tim23-1 inh = 26; MPTP block = -0.4; APJ antagonist = 21; MIN6 prolif = -2; tim10-1 inh = 16; TIM10 inh = -1

# The results go on:
SMILES	NR3A LBD binder	NLRP3 yeast inh	APJ ag	tim23-1 inh	MPTP block	APJ antagonist	MIN6 prolif	tim10-1 inh	TIM10 inh
NC(=O)C1CCN(C(=O)C2(NC(=O)Nc3cccc(F)c3)CCCCC2)CC1	-1	11	-2	3	-0.4	9	0	-12	8
Clc1ccccc1Cn1nnc2c(N3CCOCC3)nc(C3CC3)nc21	1	41	0	13	1.7	-21	-1	-1	-9
Cc1cc(C)n(C(=O)COc2ccccc2C)n1	1	18	-3	16	-0.3	-1	2	22	7
COc1ccc(C=O)cc1Cn1c(=O)n(CCC(=O)NCc2ccco2)c(=O)c2sccc21	-1	-6	-7	-10	1.1	15	3	9	-1
CN1C(=O)[C@H]2[C@@H](/C=C/c3ccccc3)N3C(=O)CN(CC4CC4)C(=O)[C@@]3(C)[C@H]2C1=O	-2	3	5	5	0.3	-10	0	14	-1
CCNc1nc(NC(N)=S)nc(NC(C)(C)C)n1	2	16	-6	11	-1.5	8	-2	28	6
C/C(=N/NC(=O)c1cc(-c2ccc(Cl)s2)[nH]n1)c1ccco1	2	11	3	11	2.6	0	0	-59	-13
O=C(Nc1nnc(S(=O)(=O)N2CCN(c3ccc(F)cc3)CC2)s1)c1ccccc1	-1	21	1	1	11	6	-2	5	0
CCCn1nnc(NC(=O)c2cccnc2Cl)n1	-1	18	-1	9	-1.8	-6	0	8	7
Cc1ccccc1NC(=O)NCCCN1CCCC1=O	-13	-6	-2	0	1.3	3	2	-2	9
COCCCN(C(=O)c1cc(C)oc1C)c1c(N)n(CC(C)C)c(=O)[nH]c1=O	4	16	-5	9	-0.5	2	1	3	-2
CC(C)CNC(=S)NNC(=O)c1ccc(OC(F)F)cc1	0	9	-4	-4	0.8	7	0	10	-9
O=C(NCCCN1CCOCC1)c1cccs1	-12	11	-3	1	-1.6	1	2	5	3
CCc1ccc(NCc2nc(-c3ccccc3)no2)cc1	-3	21	1	15	2.2	-2	0	38	22
Cc1cc(NS(=O)(=O)c2ccc(NC(=O)N[C@H](C(=O)O)C(C)C)cc2)no1	2	14	2	6	-1.7	12	-3	17	19
O=c1ccccn1CCOc1ccccc1Cl	1	6	1	13	-1.0	11	-1	7	0
COc1cccc2c(Cl)c(CC=C(Cl)Cl)c(C)nc12	3	1	-1	-16	-1.8	4	1	19	30
C=CCn1nc2n(c1=O)-c1ccccc1SC2	0	4	-5	16	2.6	2	2	-1	3
CN(C)c1nc2c(c(N)nn2-c2ccc(Cl)cc2)c(=O)o1	-1	-13	-2	6	4.3	-1	-2	34	21
O=S(=O)(Nc1c(O)ccc2ccccc12)c1cccc2ccccc12	1	0	4	37	7.0	-24	-4	44*	27
O=C1CSCN1c1ccc(Cl)c(Cl)c1	-1	-3	-2	2	2.2	1	0	9	-19
COc1ccc2c(CCNC(N)=S)c[nH]c2c1	-11	16	-2	21	0.0	-4	-3	2	5
Cc1ccc(NC(=O)Cn2cc(C=O)c3ccccc32)cc1	4	12	-2	-2	15	-24	-3	-17	-1
CCCN(c1ccc(C(=O)OC)cc1)S(=O)(=O)c1ccccc1	0	12	-2	-18	0.9	14	-1	-6	-24
COc1cc(OC)cc(C(=O)NCC2CCCO2)c1 (stereo not given)	-1	10	-2	2	0.7	5	0	-7	-3
O=C(O)CCc1ccc(S(=O)(=O)NCCc2ccccc2)cc1	-12	7	-3	-7	-0.8	-6	0	5	0
Cc1nnc(SCC(=O)N(C)Cc2ccccc2)[nH]c1=O	-1	6	0	6	-2.6	13	-2	15	-8
CCOC(=O)c1nnn(CC(=O)N2N=C(c3ccccc3)CC2c2ccccc2)c1C(=O)OCC (stereo not given)	0	9	-8	5	3.6	-14	-3	21	7
CS(=O)(=O)N(CC(=O)Nc1ccccc1C(=O)NCCc1ccccc1)c1ccc2c(c1)OCCO2	2	8	-3	21	-2.8	-5	3	10	9
